# Bioassay records deposited in PubChem BioAssay by Sanford-Burnham Center for Chemical Genomics.
# EBI2 block = blocks human EBI2 receptor beta-arrestin signaling; P32249; hit rate 0.81% among 360,000; EBI2 beta-arrestin recruitment, luminescence, 7a,25-OHC stimulated; inhibition, % at 5 µM; in the data active = inhibition above about 38%;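 also: enzyme fragment complementation signal reports receptor beta-arrestin coupling in cells; 0% = agonist plus DMSO wells and 100% = wells without agonist; some results beyond the cut were filed as inactive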
# UPR XBP1 act = adaptive UPR (XBP1) activation | CHO-XBP1 luciferase reporter, IRE1-XBP1 UPR activation, luminescence; percent of tunicamycin response, DMSO as zero | activation, % at 20 µM | hit rate 0.33% among 330,000 | AID 463104;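 active = versus positive control, 20 µM dose yields 30% or more activation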;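 also: 100% = tunicamycin at 10 µg/mL and 0% = DMSO only wells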
#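 incubation = overnight seeding at 37 °C, 6 h compound treatment at 37 °C | assay system = CHO-XBP1 cells stably carrying IRE1-XBP1-driven luciferase reporter | input = 1000 cells per well | detection = luciferase luminescence | dosing = single point, 20 µM final compound, 1% DMSO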
# 697 NFkB inh = inhibitors of the PMA/ionomycin-induced NF-kB reporter in 697 B cells; 697 B-cell NF-kB luciferase reporter, 16 h; inhibition, % at 4 µM; hit rate 0.33% among 330,000; in the data active = inhibition above about 35%
# CCR6 antag = CCR6 (human) receptor antagonism; P51684; CHO-K1 CCR6 PathHunter beta-arrestin, luminescence, CCL20-stimulated; inhibition, % at 20 µM; hit rate 0.49% among 340,000;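 active = compounds whose inhibition of the agonist-driven luminescence signal at 20 µM reaches about 50%, limit read from the data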;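 also: cells stimulated with CCL20 at 14 nM final; plate controls were DMSO with CCL20 for no effect and DMSO without agonist for full effect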
# Mdm2-MdmX inh = human Mdm2/MdmX binding inhibition; O15151+Q00987; SaOS-2 split-luciferase Mdm2/MdmX complementation, luminescence; inhibition, % at 8 µM; hit rate 3% among 330,000; AID 485346;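 active = inhibition of at least 50% at 8 µM in the primary screen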
# Target sequence (O15151 whole entry, looked up): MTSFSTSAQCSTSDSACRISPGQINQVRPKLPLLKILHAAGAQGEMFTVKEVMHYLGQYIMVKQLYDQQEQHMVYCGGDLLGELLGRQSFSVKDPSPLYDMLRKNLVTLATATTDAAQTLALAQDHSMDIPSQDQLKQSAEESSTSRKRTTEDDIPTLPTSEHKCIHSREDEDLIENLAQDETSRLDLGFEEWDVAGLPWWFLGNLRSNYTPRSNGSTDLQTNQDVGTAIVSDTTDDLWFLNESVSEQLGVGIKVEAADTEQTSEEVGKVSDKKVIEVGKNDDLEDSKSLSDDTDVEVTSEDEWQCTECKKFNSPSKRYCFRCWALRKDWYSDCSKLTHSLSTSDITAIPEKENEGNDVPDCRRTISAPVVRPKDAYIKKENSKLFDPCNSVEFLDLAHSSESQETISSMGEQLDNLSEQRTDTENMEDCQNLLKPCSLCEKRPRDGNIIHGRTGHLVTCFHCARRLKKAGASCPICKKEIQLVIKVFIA
# Target sequence (Q00987 whole entry, looked up): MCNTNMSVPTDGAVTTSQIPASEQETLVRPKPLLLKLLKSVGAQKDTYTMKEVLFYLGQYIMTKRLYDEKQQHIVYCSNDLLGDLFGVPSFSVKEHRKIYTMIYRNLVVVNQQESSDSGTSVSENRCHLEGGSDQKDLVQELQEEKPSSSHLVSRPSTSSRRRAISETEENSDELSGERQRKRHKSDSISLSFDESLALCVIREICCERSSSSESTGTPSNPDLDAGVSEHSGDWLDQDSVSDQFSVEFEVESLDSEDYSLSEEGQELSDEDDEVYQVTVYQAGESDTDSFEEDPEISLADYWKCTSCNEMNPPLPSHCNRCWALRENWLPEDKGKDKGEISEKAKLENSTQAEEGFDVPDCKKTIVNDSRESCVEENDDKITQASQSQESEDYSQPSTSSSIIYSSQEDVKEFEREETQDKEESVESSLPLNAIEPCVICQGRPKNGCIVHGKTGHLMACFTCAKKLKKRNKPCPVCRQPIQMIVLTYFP
# CHOP UPR activ = activators of apoptotic arm of unfolded protein response (CHOP); CHO-CHOP luciferase reporter, UPR activation, luminescence; percent of tunicamycin response over DMSO baseline; activation, % at 10 µM; hit rate 0.34% among 330,000;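 active = at 10 µM dose, activation of 40% or more, normalized to positive control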;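 also: 100% = tunicamycin at 10 µg/mL and 0% = DMSO alone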
#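 System: CHO-CHOP luciferase reporter cell line; amount: 500 cells/well; buffer or medium: F12 medium containing 10% fetal bovine serum; incubation: 6 h compound exposure at 37 °C after overnight seeding; measured by: luciferase luminescence after 10 min with Steady-Glo reagent; evaluation: % reporter activation, DMSO baseline versus tunicamycin full activation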
# CXCR6 block = blocks human CXCR6 beta-arrestin recruitment; O00574; CHO-K1 PathHunter CXCR6 beta-arrestin, luminescence; inhibition, % at 20 µM; hit rate 0.36% among 360,000; AID 602244; in the data active = inhibition above about 34%, passing the limit was not always enough;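 also: antagonist mode with CXCL16 agonist at 10 nM final; 0% = 10 nM CXCL16 with DMSO and 100% = unstimulated wells without agonist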
# Jurkat NFkB inh = inhibitors of the PMA/ionomycin-induced NF-kB reporter in Jurkat cells. PMA/ionomycin-induced NF-kB luciferase reporter, luminescence. inhibition, % at 4 µM. hit rate 0.53% among 330,000; in the data active = inhibition above about 50%
# Gli-Sufu block = antagonists of Gli-Sufu signaling; Sufu-KO-LIGHT fibroblasts, Gli luciferase reporter luminescence; inhibition, % at 5 µM; hit rate 0.74% among 340,000;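 active = inhibition above about 55%, limit read from the data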;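 also: 0% = DMSO-treated cells and 100% = wells with medium but no cells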
# The depositor's hits bear a star; / = not tested or not shown.
mol	EBI2 block	UPR XBP1 act	697 NFkB inh	CCR6 antag	Mdm2-MdmX inh	CHOP UPR activ	CXCR6 block	Jurkat NFkB inh	Gli-Sufu block
Cc1cccnc1NC(=O)Nc1ccc(Cl)cc1	8	2	-54	16	-40	4.3	11	-34	-49
CC(C)Cn1c(-c2ccccc2F)n[nH]c1=S	-25	0	-5	0	17	4.2	-5	-4	-10
COc1ccc(C(=O)OC(C)C(=O)NC2CCCc3ccccc32)cc1OC (configuration not stated)	0	1	4	1	-22	0.4	4	11	-3
CCn1cc(C(=O)N[C@@H](C)C(=O)OC)c(=O)c2cc3c(cc21)OCO3	4	2	12	-5	5	-2.1	-5	-7	6
O=C(O)CC1=C(Nc2ccccc2)C(=O)N(c2ccccc2)C1c1ccc(Cl)cc1 (configuration not stated)	6	3	-37	7	5	6.6	-6	-46	-3
CO/C(N)=C(\C#N)N=Cc1ccccc1Cl	16	-3	-12	6	0	2.8	3	-19	-8
O=C(NCc1ccc(F)cc1)c1cc2c(s1)CCCC2	9	0	-1	5	-11	-0.1	1	-7	-27
COC(=O)C(Cc1ccc(OC(=O)c2ccccc2C)cc1)N1Cc2ccccc2C1=O (configuration not stated)	13	-3	-37	16	-13	1.3	-5	-12	-54
COc1ccc(OC)c(S(=O)(=O)Nc2cccc(F)c2)c1	-5	-1	0	-5	-18	-1.3	-1	8	-9
Cc1cnc(N=Nc2ccccc2)[nH]1	0	/	/	5	/	/	4	/	-3
COc1ccc(NC(=O)c2ccc3c(c2)C(=O)N(CC2CCCO2)C3=O)cc1 (configuration not stated)	80*	-2	-1	0	-15	2.3	-5	12	18
CC(O)C(NS(=O)(=O)c1ccc2ccccc2c1)C(=O)OCC(=O)Nc1ccccc1OC(F)F (configuration not stated)	-2	/	/	-1	/	/	-7	/	-1
COC(=O)CSc1nc(N)c2c3c(sc2n1)CCCC3	4	1	13	-2	11	-1.2	-5	1	-4
O=C(COC(=O)C1=NN(c2ccccc2)C(=O)CC1)Nc1nc(-c2ccc(F)cc2)cs1	-10	2	-14	2	-4	4.7	-10	-18	/
O=C(O)CN1C(=O)S/C(=C\c2cccnc2)C1=O	-7	-1	8	-4	24	-1.4	0	2	12
O=C(CCc1nnc(-c2ccsc2)o1)N1CCc2c(Cl)cccc2C1	-4	2	-52	5	-14	5.5	-5	-39	-6
S=C(NCc1ccc2c(c1)OCO2)Nc1ccc(-c2nc3ccccc3[nH]2)cc1	7	5	-22	-24	-31	3.0	-8	-26	8
COc1ccc(/C=C/C(=O)Nc2sc3c(c2C(=O)NCc2cccnc2)CCCC3)cc1	24	5	7	10	16	2.4	10	-25	-4
Cc1ccc(CNC(=O)CN2CCN(Cc3ccc(C)cc3)C2=O)cc1	-3	-3	7	24	9	-2.1	-2	-9	-6
COc1nn(CC(=O)N2N=C(C(F)F)CC2(O)C(F)F)cc1[N+](=O)[O-] (configuration not stated)	4	-2	16	-16	0	-0.5	-2	14	-1
Cc1ccc(-n2ncc3c2CCCC3NC(=O)CSc2ccccn2)cc1C (configuration not stated)	10	-6	-2	11	8	-0.6	5	21	12
CCCOc1ccc(/C(O)=C2/C(=O)C(=O)N(CCCn3ccnc3)C2c2ccc(C)o2)cc1 (configuration not stated)	-22	1	-1	-1	20	-0.3	-9	3	-2
COC(=O)c1cc(NC(=O)CSc2nnc(CN3CCOCC3)n2C)ccc1Cl	-1	-3	9	-5	21	2.1	2	2	0
Cc1ccccc1-c1ccc(C=Nc2c(C)n(C)n(-c3ccccc3)c2=O)o1	-10	0	13	14	9	1.7	-2	-9	-5
COc1ccc(C(=O)NN2C(=O)C3C(c4ccccc4)C=CC(c4ccccc4)C3C2=O)cc1 (configuration not stated)	0	0	12	-1	-8	0.4	7	6	-5
O=c1[nH]c2ccccc2c(O)c1-[n+]1ccccc1	-11	-2	4	-4	8	0.7	10	-9	-2
O=C(COC(=O)CC1CC2CCC1C2)Nc1ccccc1Cl (configuration not stated)	-2	-1	3	7	25	-0.7	-9	-1	-5
COc1cc(C(=O)Nc2ccc3c(c2)CCN3C(C)=O)cc(OC)c1OC	-1	5	-14	-3	59*	1.5	-4	68*	/
CCCC1CCC(=NNC(=O)CNc2ccc(OC)cc2)CC1 (configuration not stated)	9	-1	-21	1	1	3.8	3	-5	-8
c1ccc2c(c1)Sc1ccccc1-n1cnnc1-2	2	-2	-12	-1	-16	-0.1	5	-3	-6
O=Cc1cn(CC(=O)Nc2ccc(F)cc2)c2ccccc12	-9	-4	-2	-3	15	-1.7	-9	2	14
COc1ccc(S(=O)(=O)N2CCOCC2)cc1NC(=O)CSc1nnc(C2CC2)n1C1CC1	-1	-1	13	0	8	-0.6	2	-5	-1
COc1ccc(-n2c(C)c(C(C)=O)c(C(C)=O)c2C)cc1	-13	1	12	13	21	2.0	-1	-14	-1
COc1cc(/C=C(\C#N)c2ccccn2)ccc1OCc1ccccc1	12	/	/	3	/	/	2	/	9
COc1ccc(NC(=O)c2cccc(S(=O)(=O)N3CCN(c4ccccc4)CC3)c2)c(OC)c1	24	-3	-4	11	11	-0.1	4	0	-4
O=C(Cc1ccccc1)N[C@@H](Cc1ccccc1)C(=O)O	7	0	16	0	6	-0.7	0	9	-2
NNc1nc2ccc(Cl)cc2s1	3	1	-84	8	-4	1.8	-7	-6	-32
S=c1[nH]nc(CCSCc2ccccc2)n1-c1ccccc1	-5	1	-9	-5	10	4.1	1	-1	1
NNC(=O)c1nc[nH]c1C(=O)Nc1ccccn1	-2	4	-3	3	14	-2.2	1	1	-9
CCOC(=O)c1cnc(SCc2nc(N)nc(Nc3ccccc3OC)n2)nc1N	/	1	-7	/	15	-0.5	/	-8	/
Cn1c(N)c(C(=O)COC(=O)CCc2nc3ccccc3s2)c(=O)n(C)c1=O	2	-2	-1	11	27	-0.4	-3	14	-6
COc1ccc(-c2nn(-c3ccccc3)cc2N)cc1	3	3	-84	16	-146	4.3	-6	-110	-123
Clc1ccc(OCCCCCN2CCCC2)c(Br)c1	-15	0	-7	24	6	1.0	0	2	11
COc1ccccc1CNC(=O)Cc1ccc(C)cc1	-4	1	-8	-2	-8	-0.6	2	-1	-9
COc1ccc(-c2csc(-c3ccccc3)n2)c(OC)c1	17	4	-193	-2	-363	3.4	0	-133	-106
C#CC1(O)CC(C)N(C)C(C)C1 (configuration not stated)	3	-1	5	7	18	0.6	6	9	-4
C/C(=N\NC(=O)COc1ccc(C#N)cc1)c1ccc(N2CCOCC2)cc1	5	3	14	4	18	-1.2	-11	-6	-1
Nc1nc2sc3c(c2c(=O)s1)CCCC3	-27	9	-16	5	17	5.5	-4	-26	-35
CC1CC1C(=O)Nc1nc(-c2ccccn2)cs1 (configuration not stated)	-1	2	0	19	20	-0.9	-13	-23	-6
Cc1ccc(N(CC(=O)N2CCOCC2)S(C)(=O)=O)cc1C	-1	2	16	-17	-3	-1.5	-8	-5	3

# Some of these compounds in order of the Mdm2-MdmX inh value, highest first.
SMILES	EBI2 block	697 NFkB inh	CCR6 antag	Mdm2-MdmX inh	CXCR6 block	Jurkat NFkB inh
NNC(=O)c1nc[nH]c1C(=O)Nc1ccccn1	-2	-3	3	14	1	1
c1ccc2c(c1)Sc1ccccc1-n1cnnc1-2	2	-12	-1	-16	5	-3
COc1ccc(-c2csc(-c3ccccc3)n2)c(OC)c1	17	-193	-2	-363	0	-133

# Additional structures:
mol	EBI2 block	UPR XBP1 act	697 NFkB inh	CCR6 antag	Mdm2-MdmX inh	CHOP UPR activ	CXCR6 block	Jurkat NFkB inh	Gli-Sufu block
CC1CCN(c2ccc(NC(=O)c3cccnc3Cl)cc2)CC1	1	1	-35	12	-1	3.1	0	-31	-20
COc1ccc(OCCn2cnc3ccccc32)cc1	-12	-5	-15	10	-9	0.4	-7	3	-7
CCOC(=O)C1(CCSC)NC(c2ccco2)C2C(=O)N(C)C(=O)C21 (configuration not stated)	1	0	-8	-1	6	-1.3	-8	-8	0
CCn1c(=NC(=O)CSC(C)=O)sc2cc(F)ccc21	19	-2	0	10	5	-1.3	1	-9	-1
Cc1ccc(S(=O)(=O)N(C)CC(=O)Nc2cccnc2)cc1	-6	-4	19	2	17	0.7	-5	25	32
C(=N\Nc1nc(N2CCOCC2)nc(N2CCOCC2)n1)/c1ccncc1	-1	-2	8	7	-22	0.3	-2	-16	5
Cc1ccc2[nH]c(=O)c(CC=C(Cl)Cl)c(C)c2c1	-5	-2	11	2	4	-1.5	6	-1	-8
c1ccc(-c2cc(-c3ccc(N4CCOCC4)cc3)nc3ccccc23)cc1	-7	-1	-2	-1	6	2.5	2	3	4
O=C(NCCC(=O)N1CCC2(CC1)NCCc1[nH]cnc12)c1cccc(C(F)(F)F)c1	-3	-1	6	-13	10	0.9	9	3	5
CSc1nc2c(c(=O)n1-c1ccccc1)SCC2	-14	1	7	-9	3	0.4	-3	-4	-4
COc1cccc(/C=C2/C(=O)NN(c3ccc(F)cc3)C2=O)c1	-8	-6	12	2	15	-0.9	-2	-10	10
Cc1occc1C(=O)NC(C)CCc1ccccc1 (configuration not stated)	4	-3	5	-25	8	-2.2	-1	0	-22
O=C(O)c1cc2nc(-c3cccs3)cc(C(F)(F)F)n2n1	3	4	10	3	-2	0.4	-5	-12	-4
N#Cc1cnc(NOCc2ccc(Cl)cc2)nc1	9	0	14	2	7	1.9	-2	-5	-4
CC(C)C1C(C#N)=C(N)Oc2n[nH]c(C(C)(C)C)c21 (configuration not stated)	-21	-2	-18	18	2	-1.7	-3	-14	12
Nc1ccccc1C(=O)N1CCc2ccccc21	5	0	-87	16	-30	4.4	8	0	24
Cc1ccc(OCCC(=O)NNC(=O)c2ccccc2F)cc1	0	0	-11	4	8	-0.4	6	-11	-9
COc1cccc(/C=N/NC(=O)c2cnccn2)c1OC	2	1	7	3	23	1.3	0	3	7
O=C(Nc1ccc(-c2nnc(-c3ccccc3)o2)cc1)C1CCCO1 (configuration not stated)	4	-1	-147	-7	-124	1.2	4	-158	-76
CC(=O)NC(Cc1ccc(C)cc1)C(=O)NC1CCN(C(=O)NCc2ccccc2)CC1 (configuration not stated)	-10	-4	12	-10	-8	1.0	4	4	17
CCC1CN(C(=O)N2CCC(C(=O)NCc3cccc(OC)c3OC)CC2)c2cc(C)ccc2O1 (configuration not stated)	-4	-4	-27	-4	21	1.5	2	14	29
O=C(NCCCN1CCOCC1)c1ccc(Sc2ccc(F)cc2)c([N+](=O)[O-])c1	8	4	-24	7	17	0.4	0	-32	1
COc1ccc(OCc2cc(C(=O)N3CCC(c4ccccc4)CC3)no2)c(Cl)c1	1	-1	-61	12	-48	4.7	-8	-42	-8

# Compound profiles, from the list above. Order of screens: EBI2 block | UPR XBP1 act | 697 NFkB inh | CCR6 antag | Mdm2-MdmX inh | CHOP UPR activ | CXCR6 block | Jurkat NFkB inh | Gli-Sufu block
# Record of Cc1ccc2[nH]c(=O)c(CC=C(Cl)Cl)c(C)c2c1 → -5 | -2 | 11 | 2 | 4 | -1.5 | 6 | -1 | -8
# Record of CSc1nc2c(c(=O)n1-c1ccccc1)SCC2 → -14 | 1 | 7 | -9 | 3 | 0.4 | -3 | -4 | -4
# Record of Cc1ccc(OCCC(=O)NNC(=O)c2ccccc2F)cc1 → 0 | 0 | -11 | 4 | 8 | -0.4 | 6 | -11 | -9
